SMARCA2 activ = increases SMARCA2 function in MMTV reporter cells; MG213 cells, MMTV-luciferase reporter, dexamethasone, overnight; activation, % at 9.1 µM; 1% of 370,000 active; AID 652017; in the data active = activation above about 7.8%;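 note: 0% = vehicle wells and 100% = reference activator wells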
GC-A act = GC-A (human) enzyme activation; HEK293 GC-A cells, cGMP TR-FRET, EC30 ANP; 0% at EC30 ANP, 100% saturating ANP; activation, % at 10 µM; 0.14% of 370,000 active; AID 1671463; in the data active = activation above about 40%
hgDAF-12 ag = agonists of H. glycines DAF-12 nuclear receptor; AID 687014; HEK293 GAL4-hgDAF12 UAS-luciferase reporter, agonist luminescence; normalized to butyrate control; 1.8% of 370,000 active; activation, % at 6.8 µM;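 active = activation above a cutoff set at the mean of all screened compounds plus 3 SD, cut at about 10% in these data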;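 note: 0% = DMSO wells and 100% = sodium butyrate wells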
HGIII-sPLA2 inh = Blocks human group III sPLA2 activity; inhibition, % at 12.2 µM; Q9NZ20; QFRET BODIPY PC-A2 liposome hydrolysis, fluorescence; 0.56% of 370,000 active;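 active = inhibition above mean plus 3 SD of compounds lying within the high and low control bounds, cut at about 19% in these data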;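 note: 0% = median of test compound wells and 100% = no enzyme DMSO wells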
ssDAF-12 act = activators of S. stercoralis DAF-12 nuclear receptor; HEK293 ssDAF-12/GRIP1 lit1-tk-luc reporter, luminescence; % of 3 µM dafachronic acid response; activation, % at 6.8 µM; 1% of 370,000 active; AID 652126;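 active = activation above the mean over all tested compounds plus 3 SD, cut at about 0.9% in these data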;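 note: 0% = DMSO-only wells and 100% = 3 µM delta7-dafachronic acid wells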
GC-B act = GC-B (human) receptor activation; HEK293-GC-B cells, CNP EC30, cGMP TR-FRET; 0% at EC30 CNP, 100% saturating CNP; activation, % at 10 µM; P20594; 0.11% of 370,000 active;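 active = activation at 10 µM reaching about 35% in either raw or pattern-adjusted values, limit read from the data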
DAX1 inh-1 = inhibits human nuclear receptor DAX1. P51843. HEK293 Gal4-DAX1 luciferase reporter, luminescence. inhibition, % at 6.75 µM. 0.99% of 340,000 active. AID 504766;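 active = inhibition above the mean over all tested compounds plus 3 SD, cut at about 4.2% in these data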;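 note: 0% = DAX1-transfected cells with DMSO and 100% = empty-vector control cells with DMSO; inhibition shows as a rise in luminescence from relieved DAX1 repression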
Target sequence (P51843 207-470 limits assumed): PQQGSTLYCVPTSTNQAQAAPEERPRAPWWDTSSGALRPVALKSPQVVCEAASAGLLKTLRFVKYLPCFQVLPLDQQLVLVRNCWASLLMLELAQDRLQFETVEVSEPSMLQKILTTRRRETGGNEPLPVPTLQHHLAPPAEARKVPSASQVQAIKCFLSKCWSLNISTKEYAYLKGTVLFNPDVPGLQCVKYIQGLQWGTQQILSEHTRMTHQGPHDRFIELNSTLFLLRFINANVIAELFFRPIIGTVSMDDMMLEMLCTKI
GAA850 FXN act = increases GAA850 frataxin promoter reporter activity; HEK293 lucGAA850 FXN promoter luciferase reporter, 24 h; percent of 10 µM SAHA response; activation, % at 6 µM; 0.56% of 360,000 active;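 active = activation above the average of all compounds screened plus 3 SD, cutoff fixed separately per campaign, cut at about 7.5% in these data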;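 note: 0% = DMSO wells and 100% = 10 µM SAHA wells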
hcDAF-12 act = activates DAF-12 receptor from parasite H. contortus | HEK293 hcDAF-12 lit1-tk-luc reporter, luminescence; 0% DMSO, 100% Δ7-dafachronic acid | activation, % at 6.8 µM | 1.4% of 370,000 active | AID 652067;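 active = activation above the mean of all tested compounds plus 3 SD, cut at about 5.5% in these data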;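 note: 100% = response to 3 µM Δ7-dafachronic acid high control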
ADAM10 inh = inhibits human ADAM10 | O14672 | recombinant ADAM10, EDANS/DABCYL FRET peptide cleavage, 3 h | inhibition, % at 7 µM | 0.62% of 370,000 active | AID 720582;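 active = inhibition above a per-campaign cutoff equal to the mean of compounds falling between control-based bounds plus 3 SD, cut at about 20% in these data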;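 note: 0% = DMSO wells while the 100% control is not disclosed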
Target sequence (O14672 214-748 limits assumed): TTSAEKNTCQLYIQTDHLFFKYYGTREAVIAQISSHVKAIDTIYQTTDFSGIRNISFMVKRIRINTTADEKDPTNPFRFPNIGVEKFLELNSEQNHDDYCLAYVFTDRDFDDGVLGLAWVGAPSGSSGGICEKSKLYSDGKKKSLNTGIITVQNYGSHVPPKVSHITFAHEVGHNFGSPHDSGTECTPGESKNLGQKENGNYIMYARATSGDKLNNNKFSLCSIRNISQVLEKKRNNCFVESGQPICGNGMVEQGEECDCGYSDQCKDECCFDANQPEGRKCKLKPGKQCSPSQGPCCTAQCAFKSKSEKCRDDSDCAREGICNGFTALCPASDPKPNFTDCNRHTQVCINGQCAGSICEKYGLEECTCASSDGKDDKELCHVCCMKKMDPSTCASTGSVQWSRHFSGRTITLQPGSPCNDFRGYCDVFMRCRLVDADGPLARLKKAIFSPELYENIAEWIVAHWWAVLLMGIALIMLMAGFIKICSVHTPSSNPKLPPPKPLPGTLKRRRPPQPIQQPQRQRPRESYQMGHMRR
DAX1 inh-2 = blocks DAX1 repression of SF-1 activated StAR promoter; HEK293T StAR-luciferase reporter, SF-1/DAX-1 repression relief; inhibition, % at 6.8 µM; 1.1% of 370,000 active; AID 652010;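 active = inhibition above the mean over all tested compounds plus 3 SD, cut at about 3.6% in these data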;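 note: 0% = DAX-1 cells with DMSO and 100% = cells lacking DAX-1 with DMSO; higher inhibition means more luminescence from relief of DAX-1 repression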
An asterisk follows results filed as active; . = no result given.

SMILES	SMARCA2 activ	GC-A act	hgDAF-12 ag	HGIII-sPLA2 inh	ssDAF-12 act	GC-B act	DAX1 inh-1	GAA850 FXN act	hcDAF-12 act	ADAM10 inh	DAX1 inh-2
Cc1nc2ccc(NC(=S)NCc3ccccc3)cc2nc1C	-1	5	3.0	-3	-1.5	4	2.1	5.3	-1.0	-68	-0.8
COc1ccc(CNC(=O)COC(=O)CNC(=O)c2sc3ccccc3c2Cl)cc1OC	2	3	-3.6	-1	-0.8	3	0.7	0.3	0.0	-10	2.2
CC(=O)NC(Cc1ccc(C(C)C)cc1)C(=O)NC1CCN(C(=O)c2cccc(C)c2)CC1 (stereo not given)	0	-2	-5.3	-1	-1.6	-1	-1.7	2.1	0.4	1	-1.2
COc1cc(C(N)=O)ccc1OCc1ccccc1	-2	2	6.0	7	-0.8	7	0.5	1.3	2.8	3	0.8
Cc1ncc(S(=O)(=O)c2ccccc2)c(-c2ccccc2Cl)n1	-2	1	-1.2	7	-1.1	3	0.0	-0.3	1.1	5	0.3
CC(C)Cc1c2c([nH]c(=S)c1C#N)CCCC2	0	6	1.8	20*	-1.1	4	0.1	1.1	-2.0	7	0.7
Cc1cc(NC(=O)CN(C)S(=O)(=O)c2cccc(Cl)c2)no1	2	0	-2.3	4	-1.5	0	-0.6	-0.9	-0.1	-3	0.0
CN(C)CCC1CCN(c2cc(C#N)c(C#N)cc2[N+](=O)[O-])CC1	-1	1	-3.5	5	-1.3	3	0.9	0.3	-1.3	-2	-1.1
C[C@@H]1[C@H]2CCCC[C@H]2CN(C(=O)OC(C)(C)C)[C@@H]1c1cn(Cc2ccccc2)c2ccc(F)cc12	-1	4	-1.0	6	-0.8	2	1.1	-0.9	-1.0	-9	-0.7
N#CC(C#N)=C1NC2(CCCC2)Cc2ccccc21	-1	3	0.8	6	-1.7	5	-1.5	2.3	1.2	-2	-0.6
CN1C(=O)[C@@H]2[C@H](C1=O)[C@@H]1C(=O)Nc3ccccc3C(=O)N1[C@@H]2c1ccc(F)cc1	1	-1	0.8	9	-1.3	7	0.0	-1.1	-0.9	-45	-0.7
CCc1nc2ccc(C(=O)NCCN3CCNC3=O)cn2c1N(CCC(C)C)CCN(C)C	1	2	1.9	3	-1.3	2	.	-1.7	-0.6	-11	0.3
CCCn1c(SCC(=O)NC2CCCc3ccccc32)n[nH]c1=O (stereo not given)	0	1	-1.0	3	-0.6	-4	-0.6	-0.6	0.6	1	-1.4
O=C(O)c1ccc2c(=O)[nH]c(CN3CCOCC3)nc2c1	0	12	0.1	5	-1.4	-7	0.5	0.1	-1.1	-2	0.1
CCOc1ccc(CCNC(=O)COC(=O)CNS(=O)(=O)c2ccc(C)cc2)cc1OCC	-2	3	0.7	-3	-0.3	0	0.3	1.4	0.3	-3	0.7
COc1ccc(N2CCN(CC(O)COC(c3ccccc3)c3ccccc3)CC2)cc1 (stereo not given)	-1	2	1.3	10	-1.5	0	-0.5	1.1	-1.1	9	-0.1
COc1cccc(NC(=O)NC2CCCCN(Cc3ccccc3C)C2=O)c1 (stereo not given)	-3	0	-2.0	-7	-1.6	-2	.	.	-4.0	2	-3.1
O=C(NCc1nc2ncc(Br)cc2[nH]1)c1ccccc1	1	-3	2.5	-2	-0.7	-2	-0.4	1.4	0.0	-20	0.1
COc1ccc(Cl)cc1S(=O)(=O)NC(C)C(=O)NCCCn1ccnc1 (stereo not given)	0	0	0.6	1	-0.4	8	-0.3	1.7	1.3	-2	-0.4
O=C(Nc1ccccc1N1CCOCC1)c1ccc([N+](=O)[O-])s1	-6	-7	-7.4	-3	-1.1	-2	-1.0	0.5	-2.0	7	-4.9
O=C(COC(=O)/C=C/c1cccs1)Nc1ccccc1Cl	-4	-4	2.2	4	-0.8	0	1.3	-0.1	-1.2	13	0.2
Fc1ccc(CNc2nc(-c3ccccc3)nc3ccccc23)cc1	1	11	0.5	-10	-1.4	4	3.3	2.3	-0.5	10	-0.6
CCOc1ccc(C2/C(=C(\O)c3ccc4c(c3)OCCO4)C(=O)C(=O)N2CCCN2CCOCC2)cc1 (stereo not given)	-1	3	1.5	-7	-0.9	-1	-0.1	3.0	1.4	-1	0.2
CCN(CC)C(=O)[C@H]1CC(CC(=O)NCCCOC)C(=O)N2CCc3c([nH]c4ccccc34)[C@]12C (stereo not given in full)	-5	1	1.1	13	-1.1	6	1.1	-2.2	2.1	-6	0.4
Cn1c(=O)n(C)c2cc(S(=O)(=O)NCc3ccccc3)ccc21	0	-1	-0.3	6	-1.1	4	0.3	0.3	-1.4	4	-0.9
COc1ccccc1/C=C/C(=O)N1CCC(c2ccccc2)C1 (stereo not given)	4	1	12*	-12	1.0*	1	1.1	6.7	6.7*	-23	1.3
Cc1noc(C)c1-c1ccc(C(=O)Nc2ccc(C(C)C)cc2)c2occc12	-3	8	-3.1	4	-1.2	12	.	-1.7	2.7	-1	-1.5
CC1(C)C(=O)Nc2ccccc2N1C(=O)CSc1nnc2ccccn12	1	2	-1.6	-1	-0.9	3	0.7	2.0	-0.7	-11	0.2
CCNCc1cc(Cl)c(OCc2ccccc2)c(OCC)c1	-2	-8	-2.5	-8	-1.2	-6	2.1	1.8	-1.7	-2	0.1
Cc1nnc(SCC(=O)N2CCOCC2)s1	6	-7	1.8	-1	-1.4	8	0.7	-3.3	-1.2	6	0.3
C=CCn1c(SCC(=O)N2CCN(CCO)CC2)nc2sc3c(c2c1=O)CCC3	-1	3	0.1	-3	-0.9	6	-0.5	0.0	0.8	-1	-1.6
CCC(C)c1ccc2oc(-c3ccc(NC(=O)Cn4cnc5c(=O)n(C)c(=O)n(C)c54)cc3)nc2c1 (stereo not given)	0	-7	3.1	-2	-0.4	-6	1.8	-0.1	0.8	-37	1.6
CC(=O)CC(C)(C)S(=O)(=O)c1ccc(Oc2ccc(S(=O)(=O)C(C)(C)CC(C)=O)cc2)cc1	-1	4	-0.1	-6	-0.9	-4	1.3	-0.9	-0.5	-3	-0.1
Cc1c(C)n(CCC(=O)O)c2ccccc12	-2	4	0.7	5	-0.5	-1	-0.5	1.4	-0.6	-8	0.4
CCc1nnc(NC(=O)/C=C/c2ccco2)s1	5	-2	6.8	-2	-0.7	-4	-0.4	-0.2	0.7	-13	1.1
Oc1ccc(/C=N/Nc2nc(-c3cccnc3)nc3ccccc23)c(O)c1	0	13	0.0	4	-1.9	18	-3.0	-3.9	-2.4	1	-1.7
CN(C(=O)CC1C(=O)NCCN1C/C=C/c1ccccc1)C1CCOCC1 (stereo not given)	-2	5	-0.2	1	-1.4	2	0.3	0.2	0.5	2	1.2
CCOc1cccc2sc(N(CCCN(C)C)C(=O)c3ccc(S(=O)(=O)N4CCCCCC4)cc3)nc12	0	-2	0.7	-9	-0.9	-5	0.3	-1.1	-0.1	0	1.6
CCn1c(C)cc(/C=C2/SC(=S)NC2=O)c1C	-1	1	-0.3	-1	-1.0	-6	0.1	0.8	-1.6	3	0.3
N#CC1(c2ccc(NC(=O)c3ccccc3F)cc2)CCCC1	9.5*	0	23*	0	0.4	3	-0.5	2.9	6.9*	12	3.2
COc1ccc(/C=N/NC(=O)c2ccc(CSc3nncn3C)cc2)cc1OC	-3	-4	-2.4	3	-1.6	-1	-0.4	2.9	-0.3	-9	-0.1
Cc1cccc(N2CCN(C(=O)CSc3ccc4c(c3)OCCO4)CC2)c1C	1	-4	-1.6	-5	-1.8	6	0.2	-0.4	-0.7	4	0.4
Cn1c(NC(=O)Cc2cccc3ccccc23)cc(=O)n(C)c1=O	1	1	-5.4	-6	-1.5	-1	-0.2	1.9	-1.4	8	-1.1
CCCCCCCCNS(=O)(=O)CCNCc1ccccc1OC	1	-3	-2.9	-13	-0.9	-3	0.8	-0.4	-1.5	8	-0.3
Cc1cc(C)nc(N2C(=O)CC(Cc3ccc(Cl)cc3)C2=O)n1 (stereo not given)	-2	1	3.1	7	-1.2	4	0.0	1.9	-0.5	-10	0.3
O=C(CCc1nc2ccccc2[nH]1)NCc1ccc2c(c1)OCO2	-1	1	1.9	14	-1.5	2	1.4	-0.7	1.1	-12	-0.3
COCCSc1ccccc1C(=O)NCc1cccnc1	-3	-1	-2.1	2	-1.5	5	4.0	-1.9	-0.5	-5	-0.1
CCOC(=O)c1cn(CC)c2cc(N3CCOCC3)c(F)cc2c1=O	-1	3	-0.4	3	-1.1	3	0.6	-0.9	0.2	-106	-0.6
COc1ccc(-n2ncc3c(NCC(C)C)ncnc32)cc1	5	2	11*	0	0.7	0	0.3	0.2	9.8*	-4	5.0*
Cc1ccc2[nH]c(CNC(=O)C3CCCCC3)cc2c1	-2	-4	0.3	-3	0.8	-6	0.7	-1.3	4.0	-15	0.0
COc1ccc([N+](=O)[O-])cc1NC(=O)C1(c2ccccc2)CCOCC1	-2	-6	-2.4	8	-1.4	0	-0.8	1.5	-1.4	12	0.0
CCC(C)NC(=O)c1ccccc1-c1ccccc1C(=O)NC(C)CC (stereo not given)	6	-1	-1.4	2	-1.7	-3	1.0	-0.4	0.0	3	0.0
COc1ccccc1N1CCN(C(=O)c2ccc(N(C)S(=O)(=O)c3ccccc3)cc2)CC1	-4	1	0.4	-5	-0.8	6	-1.2	1.4	-2.6	2	-0.5
O=C(c1ccc2c(c1)OCO2)N1CCN(c2cccc(C(F)(F)F)c2)CC1	-2	-1	-0.8	-1	-1.7	-7	-0.3	-0.8	-2.3	0	-0.7
CC(C)c1ccc(NC(=O)N2CCc3ccccc3C2)cc1	4	1	8.3	7	-0.8	-3	-0.5	9.0*	5.8*	8	1.7
O=C(NCCCNC(=O)c1cnccn1)c1ccc(Cl)cc1	-3	0	-1.2	3	-0.8	-2	1.7	0.5	-1.2	3	0.3
CC(=O)O[C@]1(C(C)=O)CC[C@H]2[C@@H]3C=C(C)C4=CC(=O)CC[C@]4(C)[C@H]3CC[C@@]21C	-8	2	-0.6	3	-1.0	-7	0.1	-0.6	-2.1	-7	0.2

Structural class, the compounds so far containing a thiophene ring, fused or not (4)
SMILES	SMARCA2 activ	GC-A act	hgDAF-12 ag	HGIII-sPLA2 inh	ssDAF-12 act	GC-B act	DAX1 inh-1	GAA850 FXN act	hcDAF-12 act	ADAM10 inh	DAX1 inh-2
COc1ccc(CNC(=O)COC(=O)CNC(=O)c2sc3ccccc3c2Cl)cc1OC	2	3	-3.6	-1	-0.8	3	0.7	0.3	0.0	-10	2.2
O=C(Nc1ccccc1N1CCOCC1)c1ccc([N+](=O)[O-])s1	-6	-7	-7.4	-3	-1.1	-2	-1.0	0.5	-2.0	7	-4.9
O=C(COC(=O)/C=C/c1cccs1)Nc1ccccc1Cl	-4	-4	2.2	4	-0.8	0	1.3	-0.1	-1.2	13	0.2
C=CCn1c(SCC(=O)N2CCN(CCO)CC2)nc2sc3c(c2c1=O)CCC3	-1	3	0.1	-3	-0.9	6	-0.5	0.0	0.8	-1	-1.6

Screening data: PubChem BioAssay, several laboratories

Rows were taken by chance (roughly 6.6% active in at least one column).
